Gli-Sufu antag: antagonists of Gli-Sufu signaling; inhibition, % at 5 µM; Sufu-KO-LIGHT fibroblasts, Gli luciferase reporter luminescence; 340,000 tested, 0.74% active; AID 588413;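 active = inhibition above about 55%, limit read from the data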;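 note: 0% = DMSO-treated cells and 100% = wells with medium but no cells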
SENP8 block: blocks the human protease SENP8. Q96LD8. purified SENP8, Z-RLRGG-aminoluciferin cleavage, luminescence. inhibition, % at 10 µM. 330,000 tested, 1.2% active. AID 2540
Target sequence (Q96LD8 whole entry, looked up): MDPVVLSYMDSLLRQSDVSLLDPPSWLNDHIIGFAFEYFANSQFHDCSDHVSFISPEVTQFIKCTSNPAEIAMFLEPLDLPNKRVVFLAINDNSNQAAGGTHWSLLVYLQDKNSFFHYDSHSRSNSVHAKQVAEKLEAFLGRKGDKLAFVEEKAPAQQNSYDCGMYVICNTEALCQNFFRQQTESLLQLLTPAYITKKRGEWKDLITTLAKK
697 NFkB inh: inhibitors of the PMA/ionomycin-induced NF-kB reporter in 697 B cells; 697 B-cell NF-kB luciferase reporter, 16 h; inhibition, % at 4 µM; 330,000 tested, 0.33% active; in the data active = inhibition above about 35%
Apaf-1 inh: blocks human Apaf-1 apoptosome activity | O14727 | reconstituted apoptosome caspase-3 activity, DEVD-Rh110 fluorescence | inhibition, % at 20 µM | 330,000 tested, 0.71% active | AID 489030; active = inhibition of at least 40% at 20 µM;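 note: plate controls were DMSO wells for no effect and DEVD-CHO caspase inhibitor wells for full effect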
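Medium: Hepes buffer, pH 7.5 / System: biochemical Apaf-1 apoptosome reconstitution / Measured by: Rh110 fluorescence, excitation 480 nm, emission 540 nm / Times: compound with Apaf-1, dATP, procaspase-3 30 min, then 50 min reaction, room temperature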
CCR6 antagonist: blocks CCL20-driven beta-arrestin recruitment at human CCR6. CHO-K1 CCR6 PathHunter beta-arrestin, luminescence, CCL20-stimulated. inhibition, % at 20 µM. P51684. 340,000 tested, 0.49% active;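 active = compounds whose inhibition of the agonist-driven luminescence signal at 20 µM reaches about 50%, limit read from the data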;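 note: cells stimulated with CCL20 at 14 nM final; plate controls were DMSO with CCL20 for no effect and DMSO without agonist for full effect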
Target sequence (P51684 whole entry, looked up): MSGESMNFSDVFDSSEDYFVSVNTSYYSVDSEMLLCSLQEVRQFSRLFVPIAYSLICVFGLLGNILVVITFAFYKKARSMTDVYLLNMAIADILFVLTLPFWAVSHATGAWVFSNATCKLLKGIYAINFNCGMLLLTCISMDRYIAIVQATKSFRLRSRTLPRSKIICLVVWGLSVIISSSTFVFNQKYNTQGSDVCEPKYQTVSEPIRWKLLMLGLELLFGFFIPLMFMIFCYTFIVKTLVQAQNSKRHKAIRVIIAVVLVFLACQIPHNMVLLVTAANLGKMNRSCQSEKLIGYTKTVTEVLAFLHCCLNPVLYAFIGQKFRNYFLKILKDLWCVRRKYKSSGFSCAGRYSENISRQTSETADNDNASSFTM
EBI2 block: antagonists of human EBI2 receptor. P32249. EBI2 beta-arrestin recruitment, luminescence, 7a,25-OHC stimulated. inhibition, % at 5 µM. 360,000 tested, 0.81% active. AID 651636; in the data active = inhibition above about 38%;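 note: enzyme fragment complementation signal reports receptor beta-arrestin coupling in cells; 0% = agonist plus DMSO wells and 100% = wells without agonist; some results beyond the cut were filed as inactive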
Target sequence (P32249 whole entry, looked up, the tested form may be a part): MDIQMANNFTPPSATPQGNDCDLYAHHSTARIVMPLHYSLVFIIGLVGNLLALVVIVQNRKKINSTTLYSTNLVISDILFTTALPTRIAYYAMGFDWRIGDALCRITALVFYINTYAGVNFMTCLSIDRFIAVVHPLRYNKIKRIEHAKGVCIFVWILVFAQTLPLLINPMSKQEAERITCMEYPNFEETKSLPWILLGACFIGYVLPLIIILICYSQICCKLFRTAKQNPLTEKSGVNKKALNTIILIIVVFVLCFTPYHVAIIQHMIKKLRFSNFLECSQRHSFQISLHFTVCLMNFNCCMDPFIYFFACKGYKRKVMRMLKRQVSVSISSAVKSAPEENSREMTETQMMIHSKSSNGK
Jurkat NFkB inh: lowers PMA/ionomycin-induced NF-kB signal in Jurkat cells. 330,000 tested, 0.53% active. inhibition, % at 4 µM. PMA/ionomycin-induced NF-kB luciferase reporter, luminescence. AID 435003
UBC13 polyUb: blocks human UBC13 polyubiquitin chain formation; inhibition, % at 20 µM; P61088; TR-FRET; 330,000 tested, 0.47% active; in the data active = inhibition above about 45%, passing the limit was not always enough
Active calls of the source: *; . = no result given. Cut-off read from the data, not from the text of the source, unless noted: active = inhibition above about 50%; inactive = the rest.

SMILES	Gli-Sufu antag	SENP8 block	697 NFkB inh	Apaf-1 inh	CCR6 antagonist	EBI2 block	Jurkat NFkB inh	UBC13 polyUb
CCOc1ccc(S(=O)(=O)Nc2ccc(C(=O)NCC3(N4CCCCC4)CCCCC3)cc2)cc1	26	-2	8	20	18	6	2	6
Nn1c(Cc2cccc3ccccc23)nnc1SCC(=O)N1CC(=O)Nc2ccccc21	-3	1	23	-5	17	1	-8	10
CC(/C=C/c1ccccc1)=N\NC(N)=S	-3	-16	-20	-2	16	-10	-33	3
Nc1c(C(=O)CSc2ccccn2)c(=O)[nH]c(=O)n1C1CC1	-13	-14	5	14	5	-4	-26	-3
O=C(CCCCCCCCCCC(=O)NCc1cccnc1)NCc1cccnc1	15	1	20	-14	-6	-1	-3	2
CSc1ccccc1NC(=O)CN(C)C(C)C(=O)Nc1ccc(C#N)cc1 (stereo not drawn)	-2	4	9	-25	-4	-9	9	-5
CCCCNC(=S)NNC(=O)c1csc(C)c1	-14	4	-2	2	8	-3	-13	2
Cc1ccc(O)c(NC(=O)C2CC(c3c(F)cccc3Cl)=NO2)c1 (stereo not drawn)	8	-25	-15	10	7	10	51*	-6
Cc1cc(=O)oc2cc(Oc3ncccc3[N+](=O)[O-])ccc12	-8	-5	12	2	0	-7	-3	-3
CC(C)CCNC(=O)NC(=O)COC(=O)/C=C/c1cc(Br)ccc1F	10	-4	9	-4	-9	-8	5	-5
CCOC(=O)N1C=CC(C)=C[C@@H]2[C@@H](N3C(=O)c4ccccc4C3=O)C(=O)N21	1	11	12	-3	-8	-2	15	-6
CC(C)N(C(=O)COc1ccc(Br)cc1Cl)C(C)C	-4	-3	16	2	6	-3	-9	-2
Cc1ccc(C(=O)NCC(=O)NC2CCCC2)cc1	36	-8	-1	-2	13	-3	5	-6
Cc1ccc(SCCn2nc(C(=O)O)c3ccccc3c2=O)cc1	2	4	22	4	17	0	5	1
CC(C)CC1c2[nH]c3ccccc3c2CCN1C(=O)CCC(=O)N(C)C (stereo not drawn)	8	3	6	-3	-2	-2	-6	6
N#Cc1cnn2c1nc(N1CCCCC1)c1ccccc12	-5	0	27	-2	9	13	16	25
Oc1ccccc1CNc1ccc(Br)cn1	0	6	-113	-2	-4	-56	-88	1
CC(C)(CO)NC(=O)C(Cc1ccccc1)N1C(=O)c2ccccc2C1=O (stereo not drawn)	0	1	17	-9	10	-18	-7	6
COc1cccc(N2CCN(c3ncnc4c3[nH]c3ccccc34)CC2C)c1 (stereo not drawn)	.	1	16	13	.	.	54*	14
Cc1cc(C)nc(NNC(=O)NC2CCCCC2)n1	-7	-2	-12	-21	8	-1	3	4
O=C(CC1C(=O)NCCN1Cc1cccc(Oc2ccccc2)c1)NCCCn1cccn1 (stereo not drawn)	3	-16	1	9	-4	-3	-13	2
CCC(c1nnnn1Cc1ccc2c(c1)OCO2)N1CCN(c2ccc(OC)cc2)CC1 (stereo not drawn)	16	1	-11	11	13	6	-11	-6
CC(OC(=O)c1ccco1)C(=O)NCc1cccs1 (stereo not drawn)	-4	-7	2	1	11	-11	5	-28
COc1ccc(NC(=O)CN2C(=O)CSc3ncccc32)cc1	0	-6	-5	4	-6	-5	1	4
Fc1ccc(-c2nnc(SCc3ncc(-c4ccccc4)o3)n2CC2CCCO2)cc1 (stereo not drawn)	4	0	-19	14	-10	5	2	2
COc1ccc(OCc2nnc(SCC(=O)c3c(N)n(C)c(=O)n(C)c3=O)n2-c2ccccc2F)cc1	.	7	-20	12	.	.	-12	-6
COC(=O)[C@@H]1C[C@@H]2CC[C@@H](O)C[C@@H]2N1Cc1ccccc1OS(=O)(=O)c1ccc(C)cc1	5	-8	1	10	1	-3	7	-12
CCNS(=O)(=O)c1ccc2nc(NC(=O)c3cccnc3)sc2c1	19	-11	-36	-7	10	-7	-19	-13
Cn1cncc1C#Cc1ccc2cc(C(C)(C)O)oc(=O)c2c1	-7	-5	-5	-6	10	7	9	9
COc1ccc(C)cc1Nc1c2c(nc3ccccc13)CCC2	46	-2	-45	4	1	-18	34	9
COc1cc(C)c(NC(=O)c2cc(C3CC3)nc3c2cnn3C(C)C)cc1OC	-6	5	-8	4	0	6	17	0
CC(C)(C)c1cc(NC(=O)c2ccc(OC3CCCC3)cc2)no1	-19	-11	-71	10	-1	1	-38	5
CC1(c2ccc(OC(F)F)cc2)NC(=O)N(CC(=O)NC2CCCCC2)C1=O (stereo not drawn)	-10	-8	22	-5	0	-6	-12	6
CCCOC(=O)c1ccc(Nc2cc(C)nc3ncnn23)cc1	9	2	-9	-2	23	4	7	0
CN(C)S(=O)(=O)c1cccc(NC(=S)N/N=C/C(c2ccccc2)c2ccccc2)c1	2	-13	0	9	13	12	0	-6
O=C(CCCn1c(=O)[nH]c2ccccc2c1=O)NC1CCCCCC1	-3	1	2	-1	0	-2	-8	-4
CCCN(CCC)C(=S)NC(=O)c1ccc(-c2ccccc2)cc1	-4	4	15	7	37	21	8	1
O=C(Cn1cc(/C=N/NC(=O)c2ccccc2Br)c2ccccc21)Nc1ccc(F)cc1	25	-3	-1	-14	6	7	5	-4
O=C(NNC(=S)NC(=O)c1ccccc1[N+](=O)[O-])c1ccccc1Cl	-2	1	-9	-1	3	1	-8	48*
COc1ccc(-c2cn3cccnc3n2)cc1Br	-23	-22	1	1	-20	-12	-20	14
Cc1c(C(=O)N2CCCCC2)sc(NC(=O)c2ccco2)c1C#N	-22	4	8	-5	7	5	-10	-8
O=C(CCCCCN1C(=O)c2ccccc2C1=O)NCCc1nc2ccccc2[nH]1	4	-6	-23	15	-19	2	5	56*
Nc1c(S(=O)(=O)c2ccccc2)c2nc3ccccc3nc2n1C1CC1	-1	4	14	-4	-8	5	7	10
O=C(Nc1nnc(SCc2ccccc2)s1)c1ccco1	-11	24	2	3	11	3	-4	8
Cc1ccc(NC(=O)c2c(Cl)nc3ccccn23)cc1	-14	-7	-86	2	12	-5	-83	-6
CCOC(=O)C1CCCN(C(=O)c2ccccc2NC(=O)C2=C(C)OCCS2)C1 (stereo not drawn)	-16	1	-13	9	-11	-4	3	-9
N#CCCN1CCN(S(=O)(=O)c2ccc(C#N)cc2)CC1	0	4	6	-5	-8	5	11	8
Cc1cc(/C=N/NC(=O)c2ccc(CN3CCOCC3)cc2)c(C)n1-c1ccccc1	-3	-3	16	4	5	-2	15	1
O=C(NCc1ccc2c(c1)OCO2)C1(S(=O)(=O)c2ccccc2)CC1	-17	-14	-24	0	5	-8	-11	-6
Oc1cccc(NC(=S)N=Nc2c(O)[nH]c3ccc(Br)cc23)c1	-1	-3	6	7	43	-9	-8	86*
Cc1cc(C)c(S(=O)(=O)Nc2nnc(C)s2)c(C)c1	0	-9	2	1	7	-5	-22	-8
CC(=O)Nc1c(S(=O)(=O)c2ccccc2)c2nc3ccccc3nc2n1Cc1ccccc1	9	-1	-9	60*	-6	-3	12	3
CCc1ccc(S(=O)(=O)N2CCN(c3ccccc3OC)CC2)cc1	27	-10	-6	11	6	-10	2	-4
Cc1ccccc1-n1nc2c(c1NC(=O)c1ccco1)CS(=O)(=O)C2	-10	1	7	-5	-7	-1	3	-3
N#CCC(=O)N/N=C\c1ccc(OC/C=C/c2ccccc2)cc1	-24	-6	7	18	-7	-18	-103	-12
C(=C/c1ccnc2nc(SC/C=C/c3ccccc3)nn12)/c1ccccc1	7	-7	14	17	8	6	-11	-6
CC(Oc1cc2oc(=O)c3c(c2cc1Cl)CCC3)C(=O)NCCCN1CCOCC1 (stereo not drawn)	-4	0	0	-6	8	5	-1	7
O=C1S/C(=C\c2ccc(N3CCOCC3)o2)C(=O)N1Cc1ccc(F)cc1	0	-7	3	12	30	47*	-9	-338
Cc1c(C(=O)N2CCCc3ccccc32)sc2nc(-c3ccccc3)cn12	6	1	-54	18	9	11	-29	5
Cc1sc2nc(SCC(=O)N(C)C)[nH]c(=O)c2c1C	1	1	-11	-8	0	-8	2	-7

The list goes on:
SMILES	Gli-Sufu antag	SENP8 block	697 NFkB inh	Apaf-1 inh	CCR6 antagonist	EBI2 block	Jurkat NFkB inh	UBC13 polyUb
CCOC(=O)C1(CCc2ccccc2)CCN(C(=O)c2occc2C)CC1	9	12	-8	11	20	5	1	-1
O=C(NC1CC1)C1CCN(C2CCN(C(=O)Cc3ccc4c(c3)OCO4)CC2)CC1	4	-9	11	4	2	6	-10	-4
Cc1ccc(-c2nc(CS(=O)CC(=O)NC3CCCC(C)C3C)c(C)o2)cc1 (stereo not drawn)	2	-6	10	6	12	12	4	4
Cc1ccc2oc(C(=O)Nc3nnc(C)s3)c(C)c2c1	-87	4	-148	8	-8	2	-71	-5
O=C(NCC(O)c1ccccc1)c1ccc(Cl)c(S(=O)(=O)N2CCCCC2)c1 (stereo not drawn)	-2	-6	-46	-2	3	2	12	5
COc1ccc(-c2cc(C(=O)NCc3ccco3)c3ccccc3n2)c(OC)c1	8	-3	-3	12	5	11	-3	5
Cc1cccc(CSc2nnnn2-c2ccccc2)c1	10	-6	6	6	30	8	1	6
CC(NS(=O)(=O)c1ccccc1Cl)C1CC2CCC1C2 (stereo not drawn)	4	6	-10	30	19	6	-6	0
CCOC(=O)N1CCN(C(=O)COC(=O)c2ccc([N+](=O)[O-])cc2Cl)CC1	-2	-3	28	2	-22	-24	14	-3
O=C(CSc1nnc(-c2ccco2)o1)NC(=O)C1COc2ccccc2O1 (stereo not drawn)	0	-8	9	12	2	-2	-29	1
O=C(NCc1cccs1)c1cccnc1Cl	1	-6	5	-13	1	-16	16	5
CCC1CCCCN1CCN1C(=O)C2C(C(=O)Nc3cccc(OC)c3)C3C=CC2(O3)C1C(=O)NC1CCCCC1 (stereo not drawn)	-8	-3	-9	7	11	3	-1	5
CCN(CC)C(=O)CN(c1cccc([N+](=O)[O-])c1)S(=O)(=O)c1ccccc1	-5	-4	9	-2	-2	1	-4	4
Cc1cc(S(=O)(=O)Nc2ccccc2C)ccc1F	3	-1	18	12	0	-11	-1	0
CN=C(Nc1cccc(Cl)c1)SC1CC(=O)N(c2ccc(OC)cc2)C1=O (stereo not drawn)	-2	-2	-6	8	8	8	13	2
Cc1ccc(N2C(=S)N=C(Nc3ccccc3C)C23CCOC(C)(C)C3)cc1 (stereo not drawn)	.	3	-5	26	7	11	8	14
Fc1ccc(CSc2nnc(-c3cc4c(s3)-c3ccccc3CC4)o2)cc1	-32	-1	10	11	21	8	5	29
CCN(CCO)C(=O)CC(c1ccccc1)c1cc(Br)ccc1O (stereo not drawn)	2	-11	8	9	7	-2	-4	-5
CC(C)NC(=O)C1COc2ccccc2O1 (stereo not drawn)	-21	-11	0	-13	1	4	-5	0
Cc1ccc(C(=O)c2c3ccc([N+](=O)[O-])cc3[n+]([O-])n2CCCC(N)=O)cc1	0	-5	-140	6	-2	3	-4	-14
CC(=O)Nc1cccc(NC(=O)CCN2C(=O)c3ccccc3S2(=O)=O)c1	-5	-16	12	4	4	0	4	-2
Cc1ccc(C(=O)Nc2ccccc2-c2ccccc2)cc1S(=O)(=O)Nc1ccccc1	4	1	16	8	-4	23	5	-8

Gathered by group: those above containing a thiophene ring, fused or not
SMILES	Gli-Sufu antag	SENP8 block	697 NFkB inh	Apaf-1 inh	CCR6 antagonist	EBI2 block	Jurkat NFkB inh	UBC13 polyUb
CCCCNC(=S)NNC(=O)c1csc(C)c1	-14	4	-2	2	8	-3	-13	2
CC(OC(=O)c1ccco1)C(=O)NCc1cccs1 (stereo not drawn)	-4	-7	2	1	11	-11	5	-28
Cc1c(C(=O)N2CCCCC2)sc(NC(=O)c2ccco2)c1C#N	-22	4	8	-5	7	5	-10	-8
Cc1sc2nc(SCC(=O)N(C)C)[nH]c(=O)c2c1C	1	1	-11	-8	0	-8	2	-7
O=C(NCc1cccs1)c1cccnc1Cl	1	-6	5	-13	1	-16	16	5
Fc1ccc(CSc2nnc(-c3cc4c(s3)-c3ccccc3CC4)o2)cc1	-32	-1	10	11	21	8	5	29

Compound activity (PubChem)

This is a subset; rates above refer to the full screens.
